Source: PubChem BioAssay
LAP4-GFP MLPCN = modulators of TOR pathway LAP4-GFP in S. cerevisiae. S. cerevisiae LAP4-GFP multiplex, flow cytometry GFP, 3 h; median GFP as percent of DMSO wells. GFP response vs DMSO, % at 10 µM. hit rate 0.34% among 320,000;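 active = GFP response vs DMSO above a set limit, about the screen mean plus 3 SD, cut at about 150% in these data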
AHR activator = activates the human aryl hydrocarbon receptor; P35869; AHR-responsive luciferase reporter cells, luminescence; activation, % at 5 µM; hit rate 2.5% among 320,000; AID 2796; in the data active = activation above about 47%;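 note: 0% = vehicle wells and 100% = reference agonist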
RPL19A TOR yeast = modulators of TOR pathway RPL19A-GFP in S. cerevisiae | S. cerevisiae RPL19A-GFP strain, flow cytometry, 3 h; stronger effect = lower value | percent response vs DMSO, % at 10 µM | hit rate 0.3% among 330,000;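 active = percent response vs DMSO below 50%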;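 note: median channel GFP fluorescence of the barcoded RPL19A-GFP strain; ratio of sample median GFP to plate DMSO average so 100% = DMSO; lower means less RPL19A-GFP as with rapamycin TOR inhibition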
CIT2 TOR yeast = yeast TOR pathway CIT2-GFP modulation; S. cerevisiae CIT2-GFP strain, flow cytometry, 3 h; 100 means same as DMSO wells; GFP response vs DMSO, % at 10 µM; hit rate 0.065% among 320,000; AID 2029;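 active = GFP response relative to DMSO above a set limit, near the screen mean plus 3 SD, cut at about 150% in these data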;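 note: ratio of well median GFP fluorescence to mean of DMSO wells on the plate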
proCasp3 act = activates human procaspase-3; activation, % at 8.5 µM; P42574; recombinant procaspase-3 D3A, Ac-DEVD-pNA absorbance 405 nm; hit rate 0.11% among 330,000;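 active = activation above the mean of all tested compounds plus 3 SD, cut at about 21% in these data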;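 note: 0% = DMSO alone and 100% = DMSO wells spiked with extra 5 µM PC-3 D3A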
Target sequence (P42574 whole entry D9A/D28A/D175A): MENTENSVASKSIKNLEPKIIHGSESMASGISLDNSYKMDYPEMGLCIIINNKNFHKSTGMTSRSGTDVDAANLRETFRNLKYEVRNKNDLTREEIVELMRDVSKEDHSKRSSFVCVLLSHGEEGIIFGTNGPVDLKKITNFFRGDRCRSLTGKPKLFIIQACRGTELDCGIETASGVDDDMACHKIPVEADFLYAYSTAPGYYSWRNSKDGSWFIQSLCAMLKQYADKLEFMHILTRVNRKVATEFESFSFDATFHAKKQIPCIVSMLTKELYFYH
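Compound: 8.5 µM single point, 0.8% DMSO / Material: Autoprocessing-dead procaspase-3 D3A mutant enzyme / Timing: 1 h preincubation plus 2 h reaction at 25 °C / Medium: Zinc-free HEPES/NaCl buffer with 0.01% Triton X-100 at pH 7.4 / Technique: 405 nm absorbance of p-nitroaniline, reads at 0 and 120 min / Repeats: one well per compound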
MEP2-GFP yeast = yeast TOR pathway MEP2-GFP modulation. S. cerevisiae MEP2-GFP strain, flow cytometry GFP, 3 h; 100% = DMSO control level. GFP response vs DMSO, % at 10 µM. hit rate 0.51% among 330,000. AID 2016;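 active = GFP response versus DMSO above a set limit, roughly screen mean plus 3 SD, cut at about 180% in these data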;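 note: median GFP fluorescence of the barcode-gated MEP2-GFP cells per well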
AGP1-GFP MLPCN = modulators of TOR pathway AGP1-GFP in S. cerevisiae. S. cerevisiae AGP1-GFP multiplex flow cytometry, 3 h; GFP as percent of DMSO wells. GFP response vs DMSO, % at 10 µM. hit rate 0.02% among 320,000. AID 2066;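 active = GFP response relative to DMSO above a set limit, near screen average plus 3 SD, cut at about 150% in these data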;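 note: median GFP channel fluorescence of the gated AGP1 strain per well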
proCasp7 act = activates human procaspase-7, counter-screen for procaspase-3 activators | hit rate 0.093% among 330,000 | P55210 | activation, % at 8.5 µM | recombinant procaspase-7, Ac-DEVD-pNA absorbance 405 nm; D23A/D198A/D206A triple mutant, cannot self-cleave; scale: DMSO 0, 5 µM enzyme 100 | AID 463210;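 active = percent activation above the screen-wide mean plus 3 SD, cut at about 25% in these data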
Target sequence (P55210 whole entry D23A/D198A/D206A): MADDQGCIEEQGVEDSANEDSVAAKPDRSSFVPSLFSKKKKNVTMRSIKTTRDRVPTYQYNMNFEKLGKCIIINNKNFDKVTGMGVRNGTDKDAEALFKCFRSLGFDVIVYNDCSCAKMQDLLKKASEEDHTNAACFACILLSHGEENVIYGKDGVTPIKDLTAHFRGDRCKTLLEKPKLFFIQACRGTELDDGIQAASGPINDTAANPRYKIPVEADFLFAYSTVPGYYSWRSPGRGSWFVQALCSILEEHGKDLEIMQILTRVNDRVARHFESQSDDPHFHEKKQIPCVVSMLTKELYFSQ
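Assay system – Uncleavable procaspase-7 mutant enzyme · Quantity – 2 µM procaspase-7 mutant as dispensed · Times – 1 h preincubation, 2 h reaction · Dosing – single nominal 8.5 µM compound dose, 0.8% DMSO final · Buffer or medium – Zinc-free 50 mM HEPES buffer, pH 7.4, with NaCl and Triton X-100 · Detection – Epi-absorbance of released pNA at 405 nm, two timepoints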
Starred values were filed as active, the others as inactive; . = not tested or not shown.

1. CNC(=O)c1ccc(-c2cc3onc(-c4ccccc4)c3c(=O)n2C)cc1
2. CCC(C)NC(=S)Nc1ccccc1OC (stereo not drawn)
3. CCOc1ncccc1C(=O)Nc1ccc(C(=O)Nc2ccc(OC)cc2)cc1
4. CCOC(=O)c1ccc(Nc2ncnc3ccccc23)cc1
5. COc1ccc([C@H]2CC(=O)C=C(c3ccc(C(F)(F)F)c(C(F)(F)F)c3)C2)cc1OC
6. N/C(Cc1ccc(Cl)cc1Cl)=N\OC(=O)Cc1ccccc1

compound no.	1	2	3	4	5	6
AHR activator	4	0	-7	5	0	0
AGP1-GFP MLPCN	92	106	90	100	98	91
RPL19A TOR yeast	92	110	93	97	99	104
MEP2-GFP yeast	94	102	91	98	93	121
proCasp7 act	-1	2	2	2	11	-1
LAP4-GFP MLPCN	106	101	92	104	98	108
proCasp3 act	7	5	0	-3	11	-6
CIT2 TOR yeast	82	106	89	101	103	98

7. O=C(CN1CCOCC1)Nc1ncc(Cc2ccccc2Cl)s1
8. COc1cc(/C=N/Nc2nc(C)cc(=O)[nH]2)cc(OC)c1O
9. Cn1c(SCC(=O)c2ccc3c(c2)Cc2ccccc2-3)nnc1-c1cccc(N)c1
10. Cc1nnc(N)s1
11. O=C(O)c1cc([N+](=O)[O-])c(N2CCCC2)c([N+](=O)[O-])c1
12. Cc1ccc(S(=O)(=O)N2CCCCC2)cc1NC(=O)CNC(C)c1ccc(Cl)c(Cl)c1 (stereo not drawn)

compound no.	7	8	9	10	11	12
AHR activator	1	12	1	-1	1	0
AGP1-GFP MLPCN	99	100	94	104	105	115
RPL19A TOR yeast	100	102	99	99	100	110
MEP2-GFP yeast	104	98	100	104	110	123
proCasp7 act	6	-19	0	-2	1	-4
LAP4-GFP MLPCN	110	92	93	98	101	119
proCasp3 act	-1	-14	4	4	-3	4
CIT2 TOR yeast	95	101	96	101	106	120

13. COc1ccc(NC(=S)NC(=O)c2cccnc2)cc1
14. Cc1ccc(C(=O)Nc2ccc3nc(C)sc3c2)s1
15. CCCCN(CC)Cc1ccc(CNC(=O)Nc2ccc(F)cc2)o1
16. COc1ccc2oc(C(=O)OCC(=O)NCc3ccco3)c(C)c2c1
17. CCC(NC(=O)Nc1cc(OC)c(OC)c(OC)c1)(C(F)(F)F)C(F)(F)F
18. Cc1cc(C(=O)CSc2cccc[n+]2[O-])c(C)n1-c1ccccc1

compound no.	13	14	15	16	17	18
AHR activator	5	-5	-6	0	1	5
AGP1-GFP MLPCN	99	100	94	96	97	102
RPL19A TOR yeast	104	91	91	89	100	96
MEP2-GFP yeast	108	94	92	91	102	101
proCasp7 act	-6	2	6	-11	-3	-8
LAP4-GFP MLPCN	98	94	96	103	96	108
proCasp3 act	3	-2	-1	8	-2	1
CIT2 TOR yeast	105	90	98	87	98	93

5 compounds drawn at random from those above, as already listed:
13. COc1ccc(NC(=S)NC(=O)c2cccnc2)cc1
15. CCCCN(CC)Cc1ccc(CNC(=O)Nc2ccc(F)cc2)o1
14. Cc1ccc(C(=O)Nc2ccc3nc(C)sc3c2)s1
16. COc1ccc2oc(C(=O)OCC(=O)NCc3ccco3)c(C)c2c1
17. CCC(NC(=O)Nc1cc(OC)c(OC)c(OC)c1)(C(F)(F)F)C(F)(F)F

compound no.	13	15	14	16	17
AHR activator	5	-6	-5	0	1
AGP1-GFP MLPCN	99	94	100	96	97
RPL19A TOR yeast	104	91	91	89	100
MEP2-GFP yeast	108	92	94	91	102
proCasp7 act	-6	6	2	-11	-3
LAP4-GFP MLPCN	98	96	94	103	96
proCasp3 act	3	-1	-2	8	-2
CIT2 TOR yeast	105	98	90	87	98

Additional entries follow.
19. Cc1cccc(N2CCN(C(=O)c3ccc(Cl)c(NC4=NC5CS(=O)(=O)CC5S4)c3)CC2C)c1 (stereo not drawn)
20. O=S(=O)(Cc1ccccc1)N1CCn2c(nc3ccccc32)C1
21. CCOc1ccc(-n2c(SCC(=O)Nc3ccc(OC)cc3)nc3sc4c(c3c2=O)CCN(C)C4)cc1
22. CCOc1ccc(N2C(=O)CSC2c2ccncc2)cc1 (stereo not drawn)
23. CCCCCCCCCCCCCCCC(=O)NCCO
24. COc1ccc(/C(C)=N\NS(=O)(=O)c2ccccc2)cc1OC

compound no.	19	20	21	22	23	24
AHR activator	1	-3	7	1	1	9
AGP1-GFP MLPCN	101	104	101	112	87	104
RPL19A TOR yeast	97	97	101	104	102	113
MEP2-GFP yeast	103	102	105	99	97	107
proCasp7 act	5	-11	0	-3	2	4
LAP4-GFP MLPCN	94	115	97	107	106	104
proCasp3 act	2	4	-2	3	-4	1
CIT2 TOR yeast	103	96	102	101	86	114

25. Cn1c(C(=O)O)c(CC(=O)Nc2ccc(F)cc2F)c2ccccc21
26. O=C(NCC1CCCO1)C(=O)NCC(c1ccco1)N1CCN(c2ccc(F)cc2)CC1 (stereo not drawn)
27. COC(=O)c1[nH]c2ccc(C)cc2c1NS(=O)(=O)c1ccc(F)c(C)c1
28. Cc1cc(NC(=O)c2ccc(Cl)c(S(=O)(=O)N3CCCCC3)c2)no1
29. CC(=O)c1ccc(NC(=S)N2CCCCCC2)cc1
30. CCc1nc(-c2ccc(-c3ccc(OC)cc3)nc2OC)no1

compound no.	25	26	27	28	29	30
AHR activator	11	-1	5	1	5	6
AGP1-GFP MLPCN	93	100	93	98	100	98
RPL19A TOR yeast	92	101	95	114	98	101
MEP2-GFP yeast	91	105	98	118	86	103
proCasp7 act	0	-3	2	0	0	3
LAP4-GFP MLPCN	86	98	91	87	105	109
proCasp3 act	-7	1	3	0	2	-4
CIT2 TOR yeast	93	93	77	.	80	92

31. CC1(c2ccc3ccccc3c2)NC(=O)N(CC(N)=O)C1=O (stereo not drawn)
32. COC(Cc1n[nH]c(=S)n1-c1ccccc1)OC
33. CC(=O)c1c(O)cc(O)cc1CC(=O)O
34. CC(C)(C)NC(=O)COC(=O)/C=C/c1ccccc1[N+](=O)[O-]
35. CC(C)CCN1CCN(C2CSCCSC2)CC1CCO (stereo not drawn)
36. Cc1nn(-c2ccc(N3CCCCC3)nn2)c(C)c1CCC(=O)Nc1cc(F)ccc1F

compound no.	31	32	33	34	35	36
AHR activator	2	-2	0	-1	0	10
AGP1-GFP MLPCN	95	103	106	92	98	87
RPL19A TOR yeast	92	99	100	95	92	95
MEP2-GFP yeast	87	101	107	98	90	92
proCasp7 act	-2	-12	-1	3	6	2
LAP4-GFP MLPCN	89	98	101	.	93	92
proCasp3 act	-2	1	9	-1	6	1
CIT2 TOR yeast	99	102	104	100	96	93

37. COc1cc([N+](=O)[O-])ccc1NC(=O)NN1CCN(C)CC1
38. C=CCOc1ccccc1/C=N/n1nnnc1N
39. COC(=O)c1c(C)c(C)nc(N)c1C#N
40. Cc1ccc(S(=O)(=O)N2CCC(=O)N(C(COCc3ccc(C(F)(F)F)cc3)C(C)C)CC2)cc1 (stereo not drawn)
41. Cn1c(SCCS(=O)(=O)c2ccc(Cl)cc2)nnc1-c1ccccc1
42. Cc1cccc(N(C(=O)c2csnn2)C(C(=O)NC(C)(C)C)c2cccnc2)c1 (stereo not drawn)

compound no.	37	38	39	40	41	42
AHR activator	1	5	1	2	4	-1
AGP1-GFP MLPCN	100	97	103	81	75	125
RPL19A TOR yeast	108	101	101	97	.	114
MEP2-GFP yeast	105	100	102	98	89	117
proCasp7 act	7	5	3	-7	-9	23
LAP4-GFP MLPCN	86	97	97	131	99	108
proCasp3 act	4	-3	0	0	7	-5
CIT2 TOR yeast	106	102	99	67	116	121

43. Cc1ccc(C2SCC(=O)N2Cc2ccccc2)cc1 (stereo not drawn)
44. O=C(CCc1ccccc1)Nc1ccc(S(=O)(=O)Nc2nccs2)cc1
45. CN(C(=O)C12CC3CC(CC(C3)C1)C2)C1(C)CCS(=O)(=O)C1 (stereo not drawn)
46. CCOC(=O)C(NC(=O)c1ccccc1Cl)(Nc1ccc(C(F)(F)F)cc1)C(F)(F)F (stereo not drawn)
47. Cc1ccc(SCCC(=O)NCc2ccccn2)cc1
48. COCCCn1c(SCC(=O)Nc2ccc(C(=O)OC)cc2)nc2ccccc2c1=O

compound no.	43	44	45	46	47	48
AHR activator	1	8	0	-1	6	-2
AGP1-GFP MLPCN	96	106	95	103	104	107
RPL19A TOR yeast	103	104	94	104	99	101
MEP2-GFP yeast	103	104	97	104	97	104
proCasp7 act	-3	1	11	6	-3	-8
LAP4-GFP MLPCN	108	99	97	93	104	103
proCasp3 act	8	-2	12	0	-1	0
CIT2 TOR yeast	92	108	97	101	94	99

49. Cn1c(C(=O)O)cc2c(=O)n3ccccc3nc21
50. O=C(COc1ccc(Br)cc1Cl)NNC(=O)c1ccccc1
51. Cc1ccc2c(c1)/C(=N/O)CCS2
52. Cc1nc2ccc(NC(=O)c3ccc([N+](=O)[O-])cc3[N+](=O)[O-])cc2s1
53. CC(C)C(NS(=O)(=O)c1cccs1)C(=O)N1CCC(C(N)=O)CC1 (stereo not drawn)
54. CCOC(=O)CN(C(=O)CSc1nnc(CNc2ccc(C)cc2C)n1CC)c1ccccc1
55. COc1ccc(S(=O)(=O)NCc2ccc(C(=O)N(C)Cc3ccco3)cc2)cc1
56. CN(C)S(=O)(=O)c1ccc(/C(O)=C2/C(=O)C(=O)N(Cc3cccnc3)C2c2ccncc2)cc1 (stereo not drawn)

compound no.	49	50	51	52	53	54	55	56
AHR activator	4	3	3	3	-1	6	-2	-4
AGP1-GFP MLPCN	101	99	104	101	95	108	106	109
RPL19A TOR yeast	49*	99	103	99	94	98	99	96
MEP2-GFP yeast	209*	101	110	99	96	101	102	99
proCasp7 act	-1	-11	12	3	-14	-7	6	-18
LAP4-GFP MLPCN	89	104	99	101	88	103	102	83
proCasp3 act	-2	3	7	0	4	-4	-3	-3
CIT2 TOR yeast	120	91	114	97	90	104	105	92
